Bioassay records (PubChem)
Yp Topo-I inh: Y. pestis Topo-I inhibition via cleavage products. Y. pestis Topo-I cleavage product accumulation, plate reader. activity, % at 10 µM. 360,000 compounds, 0.064% hits; in the data active means activity above about 50%, passing the limit was not always enough; further: inactives centre near 2
DUSP3 inh: DUSP3 (human) phosphatase inhibition. AID 1654. 290,000 compounds, 0.52% hits. inhibition, % at 13.3 µM. P51452. recombinant VHR phosphatase, pNPP absorbance; in the data active means inhibition above about 50%; further: some compounds called inactive have numbers as strong as hits
Target sequence (P51452 whole entry, looked up): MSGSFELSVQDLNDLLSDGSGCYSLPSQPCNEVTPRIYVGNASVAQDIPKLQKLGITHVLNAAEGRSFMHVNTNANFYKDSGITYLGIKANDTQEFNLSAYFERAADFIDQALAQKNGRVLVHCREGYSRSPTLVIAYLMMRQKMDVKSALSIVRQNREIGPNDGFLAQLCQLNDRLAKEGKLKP
CCHF vOTU inh: blocks the CCHF virus ovarian tumor domain protease; 370,000 compounds, 0.55% hits; CCHFV vOTU protease, Pep-AMC fluorescence; inhibition, % at 11.5 µM; in the data active means inhibition above about 30%; further: 0% = vehicle wells with enzyme and 100% = no enzyme wells
MazEF act: MazEF (E. coli) toxin RNase activation. P0AE70. FAM/BHQ RNA-DNA oligo cleavage fluorescence, 5 h. activation, % at 20 µM. 350,000 compounds, 0.32% hits; in the data active means activation above about 50%
Target sequence (P0AE70 whole entry, looked up): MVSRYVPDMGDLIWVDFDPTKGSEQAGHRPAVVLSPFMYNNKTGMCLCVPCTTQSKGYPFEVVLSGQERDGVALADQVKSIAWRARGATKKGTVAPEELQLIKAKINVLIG
PrPC surface inh: cell surface PrPC inhibition, primary TR-FRET screen; P04156; TR-FRET read-out; inhibition, % at 13.8 µM; 370,000 compounds, 0.43% hits; in the data active means inhibition above about 24%; further: 0% = median of the test wells and 100% = reference compound wells
Vc quorum ag: quorum light induction in luxS cqsA deficient V. cholerae; V. cholerae BH1578 lux reporter, luminescence, 6 h; activation, % at 18.7 µM; 350,000 compounds, 0.16% hits; AID 588436; in the data active means activation mostly above about 9.7%, no sharp cut-off; further: not every result past the cut was called active; inactives centre near 0; reference of the scale not given here
PriA SSB inh: inhibitors of Klebsiella pneumoniae PriA binding to SSB C-terminal tail | AlphaScreen SSBct-PriA binding, biotinylated peptide | 430,000 compounds, 0.6% hits | AID 1272365 | inhibition, % at 33 µM; in the data active means inhibition mostly above about 37%, no sharp cut-off; inactive means mostly below about 20%;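 further: plate controls were negative control peptide for no effect and reference peptide for full effect; strong numbers were not always called active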
Rv3671c protease: inhibits the M. tuberculosis serine protease Rv3671c; inhibition, % at 5.96 µM; 320,000 compounds, 0.048% hits; in the data active means inhibition above about 38%;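 further: extracellular domain of Rv3671c used as enzyme; 0% = enzyme with DMSO and 100% = no enzyme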
Target sequence (P9WHR9 whole entry, looked up, the tested form may be a part): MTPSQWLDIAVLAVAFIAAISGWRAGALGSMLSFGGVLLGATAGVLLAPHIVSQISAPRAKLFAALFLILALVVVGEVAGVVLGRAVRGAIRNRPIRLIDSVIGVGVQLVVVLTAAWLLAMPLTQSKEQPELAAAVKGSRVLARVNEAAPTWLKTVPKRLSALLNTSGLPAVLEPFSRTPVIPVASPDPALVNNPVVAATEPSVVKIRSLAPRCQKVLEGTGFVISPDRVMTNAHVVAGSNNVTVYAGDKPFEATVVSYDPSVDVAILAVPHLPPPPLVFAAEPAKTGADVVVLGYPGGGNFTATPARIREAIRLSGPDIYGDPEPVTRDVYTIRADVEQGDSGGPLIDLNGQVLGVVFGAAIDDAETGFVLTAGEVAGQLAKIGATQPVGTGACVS
3CLpro inhibitor: SARS-CoV 3CLpro protease inhibition. P0C6X7. recombinant SARS-CoV 3CLpro, quenched FRET peptide cleavage. inhibition, % at 6 µM. 290,000 compounds, 0.14% hits; in the data active means inhibition above about 12%
TcdB inh: TcdB glycohydrolase inhibition | P18177 | TcdB glycohydrolase enzymatic assay, plate reader | inhibition, % at 9.99 µM | 350,000 compounds, 0.24% hits; in the data active means inhibition above about 10%
Starred values were filed as active, the others as inactive; i = inactive; . = no result given; & = joins results of further samples. Only part of the results is shown, so the mix of outcomes need not match the whole.

Start of the data: the first 4 compounds, ahead of the listing:
structure	Yp Topo-I inh	DUSP3 inh	CCHF vOTU inh	MazEF act	PrPC surface inh	Vc quorum ag	PriA SSB inh	Rv3671c protease	3CLpro inhibitor	TcdB inh
O=C(N/N=C/c1ccccc1)c1ccc(N2CCCC2=O)cc1	0	.	8	5	-7	-0.4	.	-7	.	0.4
Cc1nc2ccc(NC(=O)c3ccc(F)c(S(=O)(=O)N4CCOCC4)c3)cc2s1	-2	18	-1	10	-2	-0.4	-15	0	-1	.
O=S(=O)(c1cccc(-c2n[nH]c(=S)o2)c1)N1CCOCC1	-9	2	19	5	8	i	-7	4	3	1.2
CC1CCCCC1NC(=O)CCCCCn1c(=S)[nH]c2ccsc2c1=O (stereo unspecified)	-1	-15	13	8	4	-0.3	-5	5	-6	-0.7

The listing, from the first entry:
structure	Yp Topo-I inh	DUSP3 inh	CCHF vOTU inh	MazEF act	PrPC surface inh	Vc quorum ag	PriA SSB inh	Rv3671c protease	3CLpro inhibitor	TcdB inh
O=C(N/N=C/c1ccccc1)c1ccc(N2CCCC2=O)cc1	0	.	8	5	-7	-0.4	.	-7	.	0.4
Cc1nc2ccc(NC(=O)c3ccc(F)c(S(=O)(=O)N4CCOCC4)c3)cc2s1	-2	18	-1	10	-2	-0.4	-15	0	-1	.
O=S(=O)(c1cccc(-c2n[nH]c(=S)o2)c1)N1CCOCC1	-9	2	19	5	8	i	-7	4	3	1.2
CC1CCCCC1NC(=O)CCCCCn1c(=S)[nH]c2ccsc2c1=O (stereo unspecified)	-1	-15	13	8	4	-0.3	-5	5	-6	-0.7
CN(C)CCNC(=O)CNC(=S)N(Cc1ccccc1)Cc1cccnc1	-7	-4	-12	3	0	-1.1	-5	4	-6	.
CCc1ccc(C(=O)N/N=C(\C)c2cccnc2)s1	2	18	-9	-1	5	0.4	.	-1	-6	1.6
O=C(Nc1ccccc1)c1ccc(-c2ccccc2Cl)o1	4	-4	1	4	12	-0.9	-1	-45	0	0.1
Cc1cc[n+](-c2nc3ccccc3nc2C(=C=[N-])C#N)cc1	1	-1	-2	-3	-27	i	-11	1	-4	.
COc1cc(SC)ccc1C(=O)OC(C)C(=O)Nc1ccc(NC(C)=O)cc1 (stereo unspecified)	8	-12	-9	4	12	-0.1	-7	4	-1	-1.9
CN(C)CCCNCC(=O)c1c(-c2ccccc2)n(C)c2ccccc12	-3	14	-9	6	-4	-0.4	3	-7	2	0.3
C/C(=N/Nc1nc(C)c(C)s1)c1cccc([N+](=O)[O-])c1	-1	11	0	-1	-7	-0.9	.	8	5	0.2
O=C1CCN(CCc2ccccc2)CCN1[C@H](CSc1ccccc1)Cc1ccccc1	38	1	18	-10	3	i	-1	2	1	1.1
COc1ccc(-c2[nH]ncc2/C=N/NC(=O)c2cccc([N+](=O)[O-])c2)cc1OC	-20	2	-6	8	-18	-0.3	.	7	5	-1.6
COC(=O)C1CCN(C(=O)CN(C)Cc2ccc(C(C)(C)C)cc2)CC1	14	2	-4	7	5	41*	3	1	-2	-1.4
COc1ccc(N2C(=O)C(Cl)=C(N3CCOCC3)C2=O)cc1	4	1	-11	-19	-6	-0.4	-1	-5	-2	0.0
CCOC(OCC)P(=O)(C(C)C)C(C)C	-3	-12	7	-8	1	i	-9	7	2	.
COc1ccc(C(=O)C2CCCN(Cc3cc(C)c(O)c(C)c3)C2)c(OC)c1 (stereo unspecified)	8	-28	1	3	-11	-0.7	-6	8	4	0.3
O=C1CC(NS(=O)(=O)c2cccnc2)CN1c1ccc(Cl)cc1 (stereo unspecified)	1	.	-11	-1	10	i	0	-3	.	1.9
CCc1ccc(OCC(=O)NNC(=O)c2c(CC)noc2C)cc1	-1	.	-1	6	0	-2.1	-9	0	.	0.5
C/C(N)=C(/C#N)C(=O)CSc1nnc(Cc2ccccc2F)n1N	3&7	-1	4&0	-4&2	4&3	0.1&-1.3	5	7	3	2.9

(more compounds)
structure	Yp Topo-I inh	DUSP3 inh	CCHF vOTU inh	MazEF act	PrPC surface inh	Vc quorum ag	PriA SSB inh	Rv3671c protease	3CLpro inhibitor	TcdB inh
CN(Cc1ccc(Cl)cc1Cl)C(=O)CN1C(=O)NC2(CCCC2)C1=O	-14	.	1	0	-1	i	0	-10	.	2.8
CC1CCN(C(=O)CSc2nnc(-c3ccncc3)n2C)CC1	5	8	4	2	5	2.2	0	0	5	.
CCOC(=O)c1cc(COc2cc(Cl)cc(Cl)c2)on1	.	20	.	-2	.	.	-5	6	-2	.
CCCC(=O)Nc1ccc2c(c1)nc1n2CCN(CCOC)C1	-8	-53	-9	-1	4	-0.4	-6	.	2	0.5
Cc1ccc(CCNC(=O)C23CN(Cc4ccccc4)CC2C(c2ccc([N+](=O)[O-])cc2)=NO3)cc1 (stereo unspecified)	13	10	1	-3	-12	-0.3	30	6	6	-0.6
COc1cccc(CNC(=O)C(C)n2nc(C)n3c(cc4occc43)c2=O)c1 (stereo unspecified)	1	-7	16	11	-3	-0.2	-13	6	-1	0.9
CCC(Sc1nc2ccsc2c(=O)n1-c1ccc(Cl)c(C)c1)C(=O)NCc1ccco1 (stereo unspecified)	41	-5	3	12	12	-0.2	-5	-12	0	.
O=C(CCN1C(=O)c2ccccc2C1=O)C1=NN[C@@H]2C(=O)N(c3cccc(F)c3)C(=O)[C@H]12	-1	-13	4	1	-6	-0.3	-10	-6	2	-1.3
CC(C)N(C(=O)CN1CCC(c2nc3ccccc3[nH]2)CC1)C(C)C	-2	6	2	-6	-10	-0.3	-1&-2	-1	4	0.2
CC(C)CNS(=O)(=O)c1ccc(OCC(=O)Nc2ccc(F)cc2F)cc1	-4	22	9	5	2	-5.6	3	1	4	.
CC(=O)Nc1ccc(S(=O)(=O)NCc2csc(C)n2)cc1	4	39	-8	1	10	2.6	-1	4	2	.
Cc1cc(C)n(-c2nnc(C)n2NS(C)(=O)=O)n1	-1	10	-15	4	4	i	-15	1	0	.
Cn1c(SCc2ccc(C#N)cc2)nnc1-c1ccccc1	3	-6	6	0	2	.	-10	-8	-4	0.5
Cc1cc(C)n(CC(=O)c2ccc(Br)cc2)c(=O)c1C#N	2	16	5	1	1	1.2	-6	6	5	.
CC1=C(C(=O)N(C(C)C)C(C)C)CC(CC(=O)NCCN2CCOCC2)C(=O)N1Cc1ccccc1 (stereo unspecified)	-11	.	6	11	-3	-0.2	.	.	.	0.5
Cc1ccc(/C(N)=N/OC(=O)c2cccc(Cn3cc(C(F)(F)F)ccc3=O)c2)cc1	8	44	-13	11	-1	-0.3	.	-5	-1	0.8
COc1ccc(C(C)=O)cc1CSc1nnc(-c2ccc(Cl)cc2)n1-c1ccccc1	3	7	3	5	56*	-3.4	-15	-4	-6	.
Cc1nnc(SCc2nc(N)nc(Nc3ccccc3)n2)s1	3	20	2	8	3	i	-6	-3	3	.
COc1cccc(CNc2cccc3cccnc23)c1O	6	-6	9	0	-15	i	85	-10	1	.
CC(C)(C)C(=O)Nc1nnc([C@H]2C[C@H](O)[C@@H](CO)O2)s1	-4	.	-7	.	-2	-0.3	.	.	.	-0.6

Continuation.
structure	Yp Topo-I inh	DUSP3 inh	CCHF vOTU inh	MazEF act	PrPC surface inh	Vc quorum ag	PriA SSB inh	Rv3671c protease	3CLpro inhibitor	TcdB inh
C/C(=N/NS(=O)(=O)c1ccc(C)cc1)c1c[nH]c2ccccc12	-5	27	2	4	-1	-0.7	.	.	-1	1.0
CC(C(=O)Nc1ccc(Br)cc1C(=O)c1ccccc1)N1CCCCC1 (stereo unspecified)	36	33	3	-6	-7	i	12	-3	2	.
O=C(c1cccn2c(=O)c3cc(Cl)ccc3nc12)N1CCN(Cc2ccc3c(c2)OCO3)CC1	33	3	-32	6	-23	-0.2	-28	11	-1	.
COCCCN1C(=O)c2ccc(C(=O)NCc3ccccn3)cc2C1=O	-2	12	5	0	2	-0.2	-27	-2	-3	0.6
COc1ccccc1N1CCN(C(=O)/C=C/c2c(Cl)nc3ccccn23)CC1	0	15	9	17	0	0.3	-5	-9	0	0.5
COc1ccccc1N1CCN(C(=O)CCn2c(=O)[nH]c3ccsc3c2=O)CC1	-2	25	1	5	3	i	-11	0	-4	.
O=C(CC1SC(=O)N(Cc2ccccc2Cl)C1=O)Nc1nccs1 (stereo unspecified)	12	5	-7	12	2	-0.5	-12	9	4	0.4
Cc1ccc(CN2C(=O)CCC2C(=O)NCC2CCCO2)cc1 (stereo unspecified)	2	-5	-5	4	2	i	-5	2	-4	.
O=C(OCCc1cc2ccccc2c(=O)o1)c1ccco1	9	.	-2	4	4	i	-42	0	.	0.8
O=C(COc1coc(CN2CCc3ccccc3C2)cc1=O)Nc1ccc(F)cc1F	10	.	-14	211*	0	-14	-17&-12	-1	.	1.4
CCc1cc2cc(C)ccc2nc1SCC(=O)NNC(=O)c1ccco1	25	33	4	1	15	i	-15	-5	3	1.0
COc1ccc(C(=O)Nc2cccc3c2CCCC3)cc1OC	3	11	-14	-14	0	i	-10	6	-1	0.2
CC(OC(=O)CCCN=C1NS(=O)(=O)c2ccccc21)C(=O)Nc1ccccc1[N+](=O)[O-] (stereo unspecified)	5	.	2	-4	-13	i	4	4	.	0.0
CC(=O)N/N=C/c1cc(C(C)(C)C)cc(/C=N/NC(C)=O)c1O	2	22	-10	-437	2	0.5	.	1	-5	-27
C[C@H](CO)N1C[C@H](C)[C@@H](CN(C)S(=O)(=O)c2cccc(F)c2)Oc2ncc(Br)cc2C1=O	7	.	-10	0	4	-0.4	.	.	.	0.8&1.0
COc1cc2c(cc1OC)CC(C(=O)NCc1ccccc1)NC2 (stereo unspecified)	-1	.	-10	1	-1	-0.9	-7	-12	-8	0.6
CC(C(=O)Nc1ccc(C#N)cc1)N(C)CC(=O)N(C)c1c(N)n(Cc2ccccc2)c(=O)[nH]c1=O (stereo unspecified)	-9	.	3	8	5	0.4	-11	-3	.	0.4
COc1ccc(C2C=C(C)Nc3nc4ccccc4n32)cc1 (stereo unspecified)	5	30	-2	-46	-2	i	-14	-4	2	2.5
O=C(CSc1ncccn1)N1CCCC1	9	17	7	12	0	-0.4	-5&0	-14	-9	2.5
COc1ccc(-c2nc(N)n(C(=O)Cc3ccccc3)n2)cc1	-3	35	4	-11	4	-0.9	-2	7	-1	.
O=C(c1c(Cl)cccc1Cl)N1CCCCCC1	1	-11	7	11	-7	i	-11	4	5	.
CC1(C)CC(=O)C=C(NC2CCCCCC2)C1	-5	8	26	3	-2	i	-8	0	-2	1.4
